Screening data (PubChem)
HCV core dimer: HCV core protein dimerization inhibition; 300,000 compounds, 0.33% hits; TR-FRET GST/Flag-core106 dimerization, 1536-well; AID 1899; inhibition, % at 5 µM;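 active = inhibition above the mean of all tested compounds plus 3 SD, set per screening campaign, cut at about 45% in these data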
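Material: GST/Flag-tagged HCV core106 proteins. Incubation: 4 h, 22.5 °C incubation. Read-out basis: inhibition (%) from 671 over 617 nm ratio. Measured by: TR-FRET, excitation 340 nm, emission 617 and 671 nm.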
procasp3 activ: procaspase-3 (human) activation. P42574. recombinant procaspase-3 D3A, Ac-DEVD-pNA absorbance 405 nm. AID 463141. 330,000 compounds, 0.11% hits. activation, % at 8.5 µM;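 active = activation above the mean of all tested compounds plus 3 SD, cut at about 21% in these data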;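 also: 0% = DMSO alone and 100% = DMSO wells spiked with extra 5 µM PC-3 D3A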
Target sequence (P42574 whole entry D9A/D28A/D175A): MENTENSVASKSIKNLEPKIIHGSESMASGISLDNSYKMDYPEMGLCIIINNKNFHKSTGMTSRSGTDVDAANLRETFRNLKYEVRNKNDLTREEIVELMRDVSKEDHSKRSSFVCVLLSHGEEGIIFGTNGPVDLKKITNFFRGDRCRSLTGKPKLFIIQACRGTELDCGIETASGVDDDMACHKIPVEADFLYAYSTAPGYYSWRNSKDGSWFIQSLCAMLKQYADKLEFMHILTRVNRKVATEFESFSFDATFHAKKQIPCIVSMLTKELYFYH
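Test system: Procaspase-3 D3A mutant, all three cleavage aspartates alanine | Dosing: Single dose, 8.5 µM nominal compound, 0.8% DMSO | Schedule: 1 h preincubation, 2 h reaction | Technique: 405 nm absorbance of p-nitroaniline, reads at 0 and 120 min | Repeats: One well per compound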
PP5 inh: PP5 (human) phosphatase inhibition | purified PP5c, OMFP substrate fluorescence | inhibition, % at 6.7 µM | 320,000 compounds, 0.18% hits | P53041;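 active = inhibition above the campaign's mean inhibition across all tested compounds plus 3 SD, cut at about 9.5% in these data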;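 also: 0% = DMSO only and 100% = 100 µM cantharidin control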
Target sequence (P53041 whole entry, looked up): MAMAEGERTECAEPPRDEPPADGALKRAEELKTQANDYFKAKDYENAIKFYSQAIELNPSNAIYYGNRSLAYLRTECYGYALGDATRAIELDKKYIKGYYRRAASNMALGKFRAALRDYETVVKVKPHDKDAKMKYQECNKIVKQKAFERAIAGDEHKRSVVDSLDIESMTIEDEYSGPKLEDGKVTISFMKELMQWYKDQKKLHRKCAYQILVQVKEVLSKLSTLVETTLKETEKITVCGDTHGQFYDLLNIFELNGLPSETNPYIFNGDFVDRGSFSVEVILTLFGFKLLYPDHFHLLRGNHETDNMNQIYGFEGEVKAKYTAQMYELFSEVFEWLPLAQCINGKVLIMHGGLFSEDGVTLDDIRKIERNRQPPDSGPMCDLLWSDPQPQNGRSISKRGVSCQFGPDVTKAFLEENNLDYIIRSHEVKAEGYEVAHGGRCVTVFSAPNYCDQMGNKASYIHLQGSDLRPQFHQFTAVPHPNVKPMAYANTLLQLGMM
VLA-4 inh: inhibition in a human VLA-4 binding assay | P13612 | VLA-4 expressing cells, ligand binding flow cytometry | inhibition, % (about 7 µM as worked out from the volumes in the protocol) | 330,000 compounds, 0.2% hits; in the data active = inhibition above about 50%
CTSL1 counter: counter-screen for PFM18AAP inhibitors: inhibitors of F. hepatica cathepsin L1 | recombinant F. hepatica cathepsin L1, Z-Leu-Arg-MCA fluorescence | 300,000 compounds, 0.49% hits | inhibition, % at 5.96 µM | AID 1906;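 active = inhibition above the mean of all tested compounds plus 3 SD, set per screening campaign, cut at about 17% in these data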;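 also: 0% = plate median of test compound wells and 100% = 1 µM Z-Phe-Ala-diazomethylketone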
PP1 inh: blocks human PP1-alpha phosphatase, a PP5 counter-screen; P62136; purified PP1alpha, OMFP fluorescence; inhibition, % at 6.7 µM; 320,000 compounds, 0.9% hits; AID 2235;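 active = inhibition above the mean inhibition of all tested compounds plus 3 SD, computed separately for each screening campaign, cut at about 15% in these data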
Target sequence (P62136 whole entry, looked up): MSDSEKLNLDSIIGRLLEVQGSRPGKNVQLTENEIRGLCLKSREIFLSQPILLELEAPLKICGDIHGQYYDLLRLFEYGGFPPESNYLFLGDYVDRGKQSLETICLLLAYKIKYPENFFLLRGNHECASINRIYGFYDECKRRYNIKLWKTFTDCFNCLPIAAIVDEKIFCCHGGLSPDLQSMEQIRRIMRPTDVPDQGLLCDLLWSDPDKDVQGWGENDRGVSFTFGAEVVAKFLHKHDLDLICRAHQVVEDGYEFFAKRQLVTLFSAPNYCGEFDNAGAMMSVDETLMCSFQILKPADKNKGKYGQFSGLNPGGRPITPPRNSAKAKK
GRK2 aptamer HTS: inhibitors of human GRK2 displacing RNA aptamer; bead flow cytometry, FAM-aptamer displacement from GRK2; inhibition of aptamer binding, % at 10 µM; 330,000 compounds, 0.59% hits;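 active = inhibition of aptamer binding above 40%, roughly 3 SD of noise, on plates passing a quality check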;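 also: median bead fluorescence of bound FAM aptamer so fluorescent compounds give negative values; no value below 0 was filed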
GASC-1 inh: blocks human GASC-1 demethylase activity; Q9H3R0; GST-JMJD2C(1-420) H3K9me3 demethylation, DELFIA europium; inhibition, % at 2.35 µM; 330,000 compounds, 0.069% hits;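 active = more than half of a compound's replicate wells show inhibition beyond 50%, single wells judged on their own value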;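 also: signal counts dimethyl H3K9 product captured on neutravidin plate; 0% = median of DMSO wells and 100% = 0.3 times that DMSO median; strong numbers were not always called active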
procasp7 counter: counter-screen for procaspase-3 activators: activators of human procaspase-7; activation, % at 8.5 µM; 330,000 compounds, 0.093% hits; P55210; recombinant procaspase-7, Ac-DEVD-pNA absorbance 405 nm; D23A/D198A/D206A triple mutant, cannot self-cleave; scale: DMSO 0, 5 µM enzyme 100;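 active = percent activation above the screen-wide mean plus 3 SD, cut at about 25% in these data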
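Assay system – Uncleavable procaspase-7 mutant enzyme · Quantity – 2 µM procaspase-7 mutant as dispensed · Times – 1 h preincubation, 2 h reaction · Dosing – single nominal 8.5 µM compound dose, 0.8% DMSO final · Buffer or medium – Zinc-free 50 mM HEPES buffer, pH 7.4, with NaCl and Triton X-100 · Detection – Epi-absorbance of released pNA at 405 nm, two timepoints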
* hit, by the source's call.

For COc1cccc(-n2c(C)cc(/C=C3\C(=N)N4N=C(CC(=O)N5CCOCC5)SC4=NC3=O)c2C)c1 the results were HCV core dimer 44, procasp3 activ 0, PP5 inh 0.8, VLA-4 inh -3, CTSL1 counter 5, PP1 inh 3, GRK2 aptamer HTS 2, GASC-1 inh -4 and procasp7 counter -7.
`Cc1cc2[nH]c(=O)c(=O)[nH]c2cc1S(=O)(=O)N1CCC(C)CC1` gave HCV core dimer -1, procasp3 activ -6, PP5 inh 1.8, VLA-4 inh -1, CTSL1 counter 1, PP1 inh -3, GRK2 aptamer HTS 0, GASC-1 inh -3 and procasp7 counter 9.
CC1CCCCC1NC(=O)CN(C)S(=O)(=O)c1cccc2cccnc12 (stereo not given) was read as HCV core dimer 3, procasp3 activ -1, PP5 inh -1.3, VLA-4 inh -1, CTSL1 counter 0, PP1 inh 2, GRK2 aptamer HTS 4, GASC-1 inh -10 and procasp7 counter -1.
For CCOC(=O)c1c(NC(=O)CN2C(=O)NC3(CCCCC3)C2=O)sc(C)c1-c1ccc(C)cc1 the results were HCV core dimer 18, procasp3 activ 4, PP5 inh 3.6, VLA-4 inh 12, CTSL1 counter 1, PP1 inh 0, GRK2 aptamer HTS 1, GASC-1 inh 10 and procasp7 counter -1.
Screening CC(C)CN(C(=O)c1ccc([N+](=O)[O-])s1)c1c(N)n(Cc2ccccc2)c(=O)[nH]c1=O returned HCV core dimer 5, procasp3 activ 8, PP5 inh 0.1, VLA-4 inh -22, CTSL1 counter 7, PP1 inh -1, GRK2 aptamer HTS 4, GASC-1 inh 4 and procasp7 counter 2.
CCOC(=O)c1ccc(N2C(=O)CC(N3CCN(Cc4ccccc4)CC3)C2=O)cc1 (stereo not given) was read as HCV core dimer 1, procasp3 activ -18, PP5 inh 0.7, VLA-4 inh 6, CTSL1 counter 3, PP1 inh -1, GRK2 aptamer HTS 0, GASC-1 inh 21 and procasp7 counter -10.
For N#Cc1nc(COc2ccccc2)oc1NCCCn1ccnc1 the results were HCV core dimer -3, procasp3 activ 4, PP5 inh -0.7, VLA-4 inh 7, CTSL1 counter -1, PP1 inh -1, GRK2 aptamer HTS 7, GASC-1 inh 6 and procasp7 counter 14.
`CCn1nc2cc(C(=O)NCC34CC5CC(CC(C5)C3)C4)ccc2c1OC` gave HCV core dimer 10, procasp3 activ 2, PP5 inh -0.8, VLA-4 inh 8, CTSL1 counter 0, PP1 inh -4, GRK2 aptamer HTS 3, GASC-1 inh -6 and procasp7 counter -8.
`COc1ccc(/C=N/NC(=O)CNC(=O)c2ccc3c(c2)OCCO3)c(C(=O)O)c1OC` gave HCV core dimer 6, procasp3 activ 1, PP5 inh 0.6, VLA-4 inh 16, CTSL1 counter -2, PP1 inh -1, GRK2 aptamer HTS 1, GASC-1 inh -5 and procasp7 counter -7.
Screening O=C(C1CCN(Cc2cc(Cl)ccc2O)CC1)N1CCN(Cc2ccccc2)CC1 returned HCV core dimer -2, procasp3 activ 6, PP5 inh 5.8, VLA-4 inh 13, CTSL1 counter 3, PP1 inh 0, GRK2 aptamer HTS 0, GASC-1 inh 58 and procasp7 counter -3.
`CCn1c(COc2ccccc2OC)nnc1SCC(=O)NC1CCCC1` gave HCV core dimer -13, procasp3 activ 4, PP5 inh 0.2, VLA-4 inh 5, CTSL1 counter 2, PP1 inh 5, GRK2 aptamer HTS 5, GASC-1 inh -3 and procasp7 counter -1.
O=C(Nc1cccc([N+](=O)[O-])c1)ONC1=NCCCCC1 was read as HCV core dimer 0, procasp3 activ -2, PP5 inh 1.8, VLA-4 inh 6, CTSL1 counter 3, PP1 inh -2, GRK2 aptamer HTS 0, GASC-1 inh 1 and procasp7 counter -11.
`O=C(O)c1ccc(N2CC3CC(C2)c2cccc(=O)n2C3)c(NC(=S)Nc2ccc(Cl)cc2Cl)c1` (stereo not given) gave HCV core dimer -7, procasp3 activ -13, PP5 inh -4.4, VLA-4 inh 30, CTSL1 counter -9, PP1 inh 2, GRK2 aptamer HTS 3, GASC-1 inh 3 and procasp7 counter -17.
Cc1ccnc2c1NC(=O)c1cccnc1N2C1CC1 was read as HCV core dimer 1, procasp3 activ 1, PP5 inh -0.8, VLA-4 inh 24, CTSL1 counter 3, PP1 inh 1, GRK2 aptamer HTS 2, GASC-1 inh -10 and procasp7 counter -10.
O=C(Cn1c(-c2ccccc2)c[n+]2ccsc12)c1ccc([N+](=O)[O-])cc1 was read as HCV core dimer 6, procasp3 activ -2, PP5 inh 2.6, VLA-4 inh 1, CTSL1 counter -1, PP1 inh -1, GRK2 aptamer HTS 0, GASC-1 inh -13 and procasp7 counter 6.
For C[C@H]1COC(=O)[C@@H](CC(=O)OC(C)(C)C)C/C=C\C[C@H](CC(=O)NCCO)C(=O)N1 the results were procasp3 activ 3, VLA-4 inh 6, GRK2 aptamer HTS 6, GASC-1 inh -27 and procasp7 counter 0.
Screening CC1=C[C@H](C)[C@H](c2c(F)cccc2Cl)CC1=O returned HCV core dimer -7, procasp3 activ 7, PP5 inh -0.1, VLA-4 inh 16, CTSL1 counter -2, PP1 inh 0, GRK2 aptamer HTS 0, GASC-1 inh -10 and procasp7 counter 6.
For CN(Cc1ccon1)C(=O)CC1C(=O)NCCN1CC(C)(C)C (stereo not given) the results were HCV core dimer -2, procasp3 activ 2, PP5 inh 3.8, VLA-4 inh -2, CTSL1 counter 1, PP1 inh -1, GRK2 aptamer HTS 0, GASC-1 inh -2 and procasp7 counter 2.
Screening COc1cc(OC)cc(C(=O)Nc2ncc3c(n2)CC(C)CC3=O)c1 (stereo not given) returned HCV core dimer 4, procasp3 activ 1, PP5 inh 2.3, VLA-4 inh 5, CTSL1 counter 0, PP1 inh -3, GRK2 aptamer HTS 6, GASC-1 inh 7 and procasp7 counter 0.
`Cc1nn(-c2ccc(C(F)(F)F)cn2)c(C)c1Oc1ccccc1O` gave HCV core dimer 1, procasp3 activ -2, PP5 inh 5.1, VLA-4 inh 3, CTSL1 counter 2, PP1 inh 1, GRK2 aptamer HTS 2, GASC-1 inh -13 and procasp7 counter -2.
`CCOP(=O)(OCC)C(NC(=O)Nc1cccc(Cl)c1)c1ccccc1` (stereo not given) gave HCV core dimer 1, procasp3 activ 0, PP5 inh 4.1, VLA-4 inh 7, CTSL1 counter -2, PP1 inh 0, GRK2 aptamer HTS 2, GASC-1 inh -6 and procasp7 counter -2.
`Cc1ccccc1N1CCN(C2CCCN(C(=O)c3cnsn3)C2)CC1` (stereo not given) gave HCV core dimer 3, procasp3 activ -5, PP5 inh 1.7, VLA-4 inh -86, CTSL1 counter -3, PP1 inh -2, GRK2 aptamer HTS 0, GASC-1 inh 15 and procasp7 counter 9.
`O=C(C1=C[C@H](C2CCCCC2)C[C@H](OCCCCO)O1)N1CCN(Cc2ccccc2)CC1` gave HCV core dimer 4, procasp3 activ 3, PP5 inh 1.2, VLA-4 inh 7, CTSL1 counter 1, PP1 inh 2, GRK2 aptamer HTS 2, GASC-1 inh -25 and procasp7 counter -4.
`CC(C)c1ccc(C(C)NCCS(=O)(=O)c2ccc(Cl)cc2)cc1` (stereo not given) gave HCV core dimer 1, procasp3 activ -3, PP5 inh 2.0, VLA-4 inh -2, CTSL1 counter 6, PP1 inh 0, GRK2 aptamer HTS 6, GASC-1 inh 5 and procasp7 counter 9.
O=C(CN(C(=O)c1ccc(Cl)cc1)C1CCCCC1)Nc1ccc(Cl)c([N+](=O)[O-])c1 was read as HCV core dimer 4, procasp3 activ -1, PP5 inh -1.9, VLA-4 inh 7, CTSL1 counter -1, PP1 inh 0, GRK2 aptamer HTS 0, GASC-1 inh -4 and procasp7 counter 1.
For CCOC(=O)c1ccc2[nH]c3c(c2c1)CCCC3O (stereo not given) the results were HCV core dimer 1, procasp3 activ 5, PP5 inh 0.9, VLA-4 inh -6, CTSL1 counter 3, PP1 inh -3, GRK2 aptamer HTS 0, GASC-1 inh -8 and procasp7 counter 5.
For CC(C)C(NC(N)=O)C(=O)NC1CCCCC1 (stereo not given) the results were HCV core dimer 4, procasp3 activ 2, PP5 inh 3.5, VLA-4 inh 1, CTSL1 counter -4, PP1 inh -1, GRK2 aptamer HTS 3, GASC-1 inh -5 and procasp7 counter 3.
Cc1ccc2c(c1)C(=C(C#N)C#N)C(=O)N2CCN1CCOCC1 was read as HCV core dimer -4, procasp3 activ 1, PP5 inh -0.1, VLA-4 inh -5, CTSL1 counter -1, PP1 inh -3, GRK2 aptamer HTS 0, GASC-1 inh 6 and procasp7 counter 6.
`C/C=C/Cn1c(Br)nc2c1c(=O)[nH]c(=O)n2C` gave HCV core dimer -3, procasp3 activ 7, PP5 inh -1.2, VLA-4 inh 5, CTSL1 counter -5, PP1 inh 0, GRK2 aptamer HTS 0, GASC-1 inh 3 and procasp7 counter 5.
`O=C(Nc1c(C(=O)N2CCOCC2)cnn1-c1ccccc1Cl)c1ccco1` gave HCV core dimer 0, procasp3 activ 1, PP5 inh 0.8, VLA-4 inh 23, CTSL1 counter -2, PP1 inh -2, GRK2 aptamer HTS 0, GASC-1 inh -9 and procasp7 counter -1.

Retrieved by compound from the entries so far:
For COc1cccc(-n2c(C)cc(/C=C3\C(=N)N4N=C(CC(=O)N5CCOCC5)SC4=NC3=O)c2C)c1 the results were HCV core dimer 44, procasp3 activ 0, PP5 inh 0.8, VLA-4 inh -3, CTSL1 counter 5, PP1 inh 3, GRK2 aptamer HTS 2, GASC-1 inh -4 and procasp7 counter -7.
Screening CC1=C[C@H](C)[C@H](c2c(F)cccc2Cl)CC1=O returned HCV core dimer -7, procasp3 activ 7, PP5 inh -0.1, VLA-4 inh 16, CTSL1 counter -2, PP1 inh 0, GRK2 aptamer HTS 0, GASC-1 inh -10 and procasp7 counter 6.

The list goes on.
Screening CC(C)c1ccc(OCC(O)Cn2cnc3ccccc32)cc1 (stereo not given) returned HCV core dimer 0, procasp3 activ -9, PP5 inh 2.4, VLA-4 inh 11, CTSL1 counter 1, PP1 inh 2, GRK2 aptamer HTS 0, GASC-1 inh 2 and procasp7 counter 0.
For CC(=O)C1=C(O)C=C(c2ccco2)CC1c1ccco1 (stereo not given) the results were HCV core dimer 8, procasp3 activ -21, PP5 inh 1.2, VLA-4 inh 3, CTSL1 counter 2, PP1 inh 6, GRK2 aptamer HTS 3, GASC-1 inh 1 and procasp7 counter -34.
`CC(C)NC(=S)N(CCc1ccncc1)C(C)C` gave HCV core dimer -6, procasp3 activ 9, PP5 inh -0.2, VLA-4 inh 4, CTSL1 counter 1, PP1 inh 5, GRK2 aptamer HTS 2, GASC-1 inh -2 and procasp7 counter 1.
CC(C)CC(=O)Nc1ccc(C(=O)CN2C(=O)NC3(CCOc4ccccc43)C2=O)cc1 (stereo not given) was read as HCV core dimer 3, procasp3 activ 2, PP5 inh 3.9, VLA-4 inh 4, CTSL1 counter 6, PP1 inh -2, GRK2 aptamer HTS 0, GASC-1 inh -8 and procasp7 counter -7.
Cc1cccc(NC(=O)CC2CCC2)c1 was read as HCV core dimer -5, procasp3 activ 4, PP5 inh 1.7, VLA-4 inh -5, CTSL1 counter -1, PP1 inh -3, GRK2 aptamer HTS 1, GASC-1 inh 0 and procasp7 counter 3.
